# Screens: PubChem, National Center for Advancing Translational Sciences (NCATS)
# PI5P4Ka inh = qHTS for Inhibitors of phosphatidylinositol 5-phosphate 4-kinase (PI5P4K) | PI5P4Kalpha enzyme, ADP-Glo luminescence, 60 min; active compounds read low | 1.2% of 330,000 active | Phosphatidylinositol 5-phosphate 4-kinase type-2 alpha (Homo sapiens), P48426 | max response, %; active = max response of -50% or lower; inconclusive = between -30% and -50%; inactive = -30% or higher; also: value at the top dose of about 77 µM; % is scaled to controls: 0 for no effect and ±100 for the full control effect
#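 qHTS, 1536-well: enzyme/substrate mix, compound by pin tool, 5 microM ATP final; RT 60 min; ADP-Glo reagents 1 (45 min) then 2 (30 min); luminescence.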
# GLP-1R inv ag = qHTS of GLP-1 Receptor Inverse Agonists (Inhibition Mode) | HEK293 GLP-1R CRE-luciferase, luminescence, 24 h; GLP-1R form is constitutively active | Glucagon-like peptide 1 receptor (Homo sapiens), P43220 | 1.6% of 410,000 active | Potency, µM (doses to about 38.3 µM), inactives show at the highest dose activity change, negative = inhibition, actives largely listed as inhibitors; also: potency is read from the fitted curve at half-maximal effect; % is scaled to controls: 0 for no effect and ±100 for the full control effect; nearly all actives have a fitted effect of over 55% in size
# Target sequence (P43220 whole entry, looked up): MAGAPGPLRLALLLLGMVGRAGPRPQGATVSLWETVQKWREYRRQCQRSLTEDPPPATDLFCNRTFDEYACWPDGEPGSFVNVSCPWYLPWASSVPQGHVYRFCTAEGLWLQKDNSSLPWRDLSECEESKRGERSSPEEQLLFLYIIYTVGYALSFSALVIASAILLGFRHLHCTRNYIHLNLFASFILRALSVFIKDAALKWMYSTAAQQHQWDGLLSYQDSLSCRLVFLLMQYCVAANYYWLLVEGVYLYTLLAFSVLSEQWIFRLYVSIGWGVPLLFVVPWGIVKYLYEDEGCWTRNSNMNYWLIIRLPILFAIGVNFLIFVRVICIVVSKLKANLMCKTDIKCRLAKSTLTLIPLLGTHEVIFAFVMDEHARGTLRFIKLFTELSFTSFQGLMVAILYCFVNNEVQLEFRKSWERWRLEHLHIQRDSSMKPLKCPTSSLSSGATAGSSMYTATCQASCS
#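 Readout was luciferase luminescence, measured 12 min after detection reagent at room temperature. Beforehand, GLP-1R reporter HEK293 cells had sat 12 h, then received compounds for 24 hr at 37 deg C.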
# GLP-1R agonist = qHTS of GLP-1 Receptor Agonists. HEK293 GLP-1R CRE-luciferase, luminescence, 4-6 h; cells express a hypersensitive GLP-1R form. Potency, µM (highest dose often 45.6 µM), without a hit: top-dose activation, usual class: activators. 0.007% of 380,000 active. AID 624172, 2012. Glucagon-like peptide 1 receptor (Homo sapiens), P43220; also: potency is read from the fitted curve at half-maximal effect; % of control where 0% means no effect
# DRD3 antagonist = qHTS of D3 Dopamine Receptor Antagonist: qHTS; max response, negative = inhibition, %; 2.5% of 360,000 active; D(3) dopamine receptor (Homo sapiens), P35462; D3R cells, DiscoveRx beta-arrestin luminescence, antagonist mode; active compounds read low; AID 652054, 2013; in the data active = max response below about -50%; inconclusive = no clear call, values can overlap the other calls; also: % is scaled to controls: 0 for no effect and ±100 for the full control effect; mostly tested at two doses, the higher about 12 µM
#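 Cells plated overnight at 1500 cells/well, then exposed to library compounds with dopamine controls for 90 minutes at 37 degrees C. DiscoveRx reagent added for 30–60 minutes at room temperature; luminescence read, quantitative HTS format.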
# IL-2 act = qHTS of IL-2 Activators. AID 652025, 2013. IL-2 activation reporter assay, cell-based qHTS; stimulated with anti-CD3/CD4/CD28 beads; in transgenic mouse T cells. 0.065% of 360,000 active. activation, % (series mostly up to about 46 µM); in the data active = activation above about 50%; inconclusive = mostly about 30% to 49%; also: 0% is about no effect
#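 First, unstimulated transgenic mouse T cells were exposed to compound for 60 min. Next, anti-CD3/anti-CD4-coated beads with anti-CD28 were added. Finally, after 18 h at 37 degrees C, EGFP and DsRed were imaged.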
# DRD3 agonist = qHTS of D3 Dopamine Receptor Agonist: qHTS; AID 652048, 2013; 0.58% of 410,000 active; max activation, %; D3R DiscoveRx beta-arrestin cells, luminescence, 90 min; in the data active = max activation above about 30%; also: 0% is about no effect; mostly tested at two doses, the higher about 12 µM
#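 Cells at 1500/well, incubated overnight, then treated with pinned compounds (dopamine as control) for 90 min at 37 degrees C. DiscoveRx reagent added for 30 - 60 minutes at room temperature; luminescence read.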
# PLK1 PBD inh = qHTS for Inhibitors of PLK1-PDB (polo-like kinase 1 - polo-box domain): Primary Screen; 2.8% of 360,000 active; Potency, µM, for the others: max response, negative = inhibition, usual class: inhibitors; Serine/threonine-protein kinase PLK1 (Homo sapiens), P53350; Plk1 PBD binding of FITC phosphopeptide, fluorescence polarization; also: potency is read from the fitted curve at half-maximal effect; series mostly up to about 57 µM; % is scaled to controls: 0 for no effect and ±100 for the full control effect; nearly all actives have a fitted effect of over 65% in size
# Target sequence (P53350 whole entry, looked up, the tested form may be a part): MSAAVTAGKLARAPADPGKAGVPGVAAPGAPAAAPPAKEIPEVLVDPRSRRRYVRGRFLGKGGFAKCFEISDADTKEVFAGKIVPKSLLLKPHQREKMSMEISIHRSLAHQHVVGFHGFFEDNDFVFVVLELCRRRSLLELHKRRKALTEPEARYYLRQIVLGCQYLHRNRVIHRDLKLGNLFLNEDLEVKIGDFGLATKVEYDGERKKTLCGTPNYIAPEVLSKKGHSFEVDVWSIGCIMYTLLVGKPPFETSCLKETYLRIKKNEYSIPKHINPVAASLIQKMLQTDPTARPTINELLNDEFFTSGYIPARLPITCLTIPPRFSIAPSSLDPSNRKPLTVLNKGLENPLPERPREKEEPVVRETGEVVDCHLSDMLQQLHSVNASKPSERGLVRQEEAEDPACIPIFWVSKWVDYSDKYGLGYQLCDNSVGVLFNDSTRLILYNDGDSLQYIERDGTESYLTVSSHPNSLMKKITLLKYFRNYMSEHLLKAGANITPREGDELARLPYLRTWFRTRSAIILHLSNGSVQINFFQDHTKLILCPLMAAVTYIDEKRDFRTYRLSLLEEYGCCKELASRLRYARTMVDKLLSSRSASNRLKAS
# WRN inhibitor = qHTS for Inhibitors of WRN Helicase; WRN helicase unwinding, fluorescent forked duplex, kinetic; 0.46% of 360,000 active; Bifunctional 3'-5' exonuclease/ATP-dependent helicase WRN (Homo sapiens), Q14191; Potency, µM (highest dose often 114 µM), inactives show at the top dose activity change, negative = inhibition, usual class: inhibitors; also: potency is read from the fitted curve at half-maximal effect; % is scaled to controls: 0 for no effect and ±100 for the full control effect; nearly all actives have a fitted effect of over 55% in size
#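 WRN at 20 nM final preincubated with compound 15 min at room temperature; reaction started with 100 nM fluorophore/quencher forked duplex oligonucleotide and 2 mM ATP final. Unwinding followed kinetically by red fluorescence (ex 525, em 598 nm).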
# HEK293 tox = qHTS of GLP-1 Receptor Inverse Agonists: Cytotox Screen; 0.13% of 410,000 active; Potency, µM (highest dose often 38.3 µM), for the others: top-dose activity change, negative = inhibition, most hits filed as inhibitors; HEK293 cAMP-luciferase reporter cells, luminescence, 24 h; AID 624418, 2012;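 also: loss of luciferase light is scored as toxicity; potency is read from the fitted curve at half-maximal effect; % is scaled to controls: 0 for no effect and ±100 for the full control effect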
#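 Compound-treated cells are incubated 24 hr at 37 deg C under 5% CO2 after a 12 hour attachment period, then luciferase detection reagent is added and luminescence is measured following 12 min at room temperature; lowered signal indicates toxicity.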
# * marks the source's active call; other numbers are inactive results; ? = inconclusive; nt = not tested or not shown; & = joins results of further samples; [ ] = remark or other dose. Unless noted, calls follow the shape of the dose curve; as a rule, active = well fitted curve in the direction sought with a large enough effect; inconclusive = small, poorly fitted or top-dose-only effect, or another doubt; inactive = no such curve, though single readings can be large; an effect the other way counts as inactive or inconclusive.
SMILES,PI5P4Ka inh,GLP-1R inv ag,GLP-1R agonist,DRD3 antagonist,IL-2 act,DRD3 agonist,PLK1 PBD inh,WRN inhibitor,HEK293 tox
COc1cc(-c2noc(C)c2/C=C/c2ccc(OC(C)=O)cc2)cc(OC)c1OC,3,-34%,?,-13,-1.4,-2,-8%,-3%,-29%
CS(=O)(=O)N1CCCC(C(=O)NCc2ccccn2)C1 (configuration not stated),nt,-1%,-7%,-19,-1.4,-8,-5%,3%,2%
O=C(Cc1ccsc1)N1CCc2c([nH]c3ccccc23)C1c1ccccn1 (configuration not stated),-1,?,3%,-6,-3.5,-4,-13%,5%,42%[activator]
COc1ccc(N2CCN(C(=O)c3ccccc3NC(=O)C3=C(C)OCCS3)CC2)cc1,-3,4%,5%,20,-1.3,4,0%,-8%,0%
C[C@H](NC(=O)c1ccccc1Cl)C(=O)OCc1cn2cc(Cl)ccc2n1,6,4%,2%,-3,0.0,2,-3%,4%,-6%
COc1ccc(S(=O)(=O)N(C)CC(=O)NCC2CCCO2)cc1OC (configuration not stated),5,24%,4%,-6,-6.4,2,1%,-1%,3%
S=C(Nc1cccc2ccccc12)NN1CCCCCC1,9,?,-1%,-14,-0.7,-8,-4%,-17%,-2%
COC(=O)CCc1nc2cc(Cl)ccc2n(Cc2ccccc2)c1=O,-5,?,24%,-25,-2.1,-5,31%[activator],-6%,3%
CCCC(=O)Nc1ccc(C(=O)NNC(=S)NC(=O)c2ccc(Br)o2)cc1,-22,-7%,0%,7,-0.6,2,24µM*,-3%[57.1 µM],5%
Cc1nc2cc(OCc3cc(C(=O)NC(C)c4cn(C)nc4C)no3)ccc2s1 (configuration not stated),-6,3%,10%,12,-2.3,6,0%,-22%,7%
Cc1ccn2c(=O)nc(SCC(=O)NCc3ccco3)nc2c1,-4,14%,2%,-22,1.3,-10,-18%,?,16%
COc1ccc(NC(=O)c2cccnc2Cl)c(S(=O)(=O)N2CCOCC2)c1,nt,16%,-8%,2,1.3,1,4%,-4%,-16%
Cc1ccc(-c2nnn(CC(=O)N(c3ccccc3)C(C(=O)NC3CCCC3)c3ccco3)n2)o1 (configuration not stated),nt,0%,-9%,13,-3.0,9,-1%,6%,-18%
COc1ccc(CNC(=O)N2CCN(c3ccc(F)cc3)CC2)cc1,9,13%,-1%,3,-0.3,1,4%,-1%,3%
C/C(CC(=O)Nc1ccc([N+](=O)[O-])cc1)=N\NC(=O)c1ccccc1[N+](=O)[O-],7,14%,-8%,12,1.1,-1,-1%,9%,-3%
O=C(Nc1ccc(Cl)cc1)c1ccsn1,-1,11%,-11%,-1,-2.2,3,1%,4%,5%
O=C(Nc1ccccc1)N(C1=NCCCCS1)c1ccccc1,-8,12%,-1%,1,3.0,-5,0%,7%,-4%
CCn1c(N)c(C(=O)NCC2CCCO2)sc1=S (configuration not stated),?,4%,-2%,0,0.3,3,4.7µM*,-31%,-12%
CC(=O)N1c2ccccc2C(C)(c2ccccc2)CC1(C)C (configuration not stated),8,?,3%,-25,-0.8,-5,-11%,-10%,56%[activator]
COc1ccc(CCNC(=O)CSc2cn(CCNC(=O)c3c(F)cccc3F)c3ccccc23)cc1OC,nt,2%,0%,nt,nt,4,nt,nt,-3%
COc1cccc(C(NC(C)=O)c2ccc3cccnc3c2O)c1 (configuration not stated),-2,?,6%,-16,-0.6,19,?,1%,-16%
CCCn1c(NC(=O)C23CC4CC(CC(O)(C4)C2)C3)nc2ccccc21,-2,10%,-6%,-5,0.2,-5,0%,4%,-7%
COc1ccc(CNc2ccc(S(N)(=O)=O)cc2)c(OC)c1OC,nt,33%[activator],1%,-10,-1.3,-5,-9%,-15%,7%
O=C(NCc1ccco1)C1CC(c2ccccc2C(F)(F)F)=NO1 (configuration not stated),-8,-18%,-3%,-25,1.6,2,-13%,0%,-5%
CC(NS(=O)(=O)c1ccc2c(c1)oc(=O)n2C)c1ccccc1 (configuration not stated),3,6%,3%,-24,4.3,-12,6%,-1%,0%
Cc1occc1C(=O)Nc1nnc(C(F)(F)F)s1,nt,-2%,3%,-30,-0.2,12,-7%,-10%,4%
Cn1c(=O)c2cc(S(=O)(=O)NCCC(=O)Nc3ccccc3F)ccc2n(C)c1=O,nt,0%,-6%,18,-0.4,-1,3%,-2%,-4%
Cc1ccc(CNC(=O)CC2Sc3ccccc3NC2=O)cc1 (configuration not stated),-5,4%,3%,3,-5.0,3,0%,9%,13%
COc1ccccc1/C=N/n1c(N)c(S(=O)(=O)c2cccs2)c2nc3ccccc3nc21,-3,0%,-12%,?,-2.2,1,-6%,-6%,3%
Fc1ccccc1N1CCN(c2ncnc3onc(-c4cccc(Cl)c4)c23)CC1,nt,4%,1%,nt,nt,1,nt,nt,1%
CC(=O)Nc1ccc(S(=O)(=O)NCC(=O)OCC(=O)N2CCCc3ccccc32)cc1,-7,5%,-6%,8,-0.5,4,-2%,-17%[57.1 µM],-10%
CCOC(=O)Cn1c(S(=O)(=O)Cc2ccc(Cl)cc2)nc(-c2ccccc2)c1-c1ccccc1,nt,0%,-9%,14,0.3,-3,2%,0%,-3%
COc1cc(/C=C/C(=O)/C=C(O)/C=C/c2ccc(O)c(OC)c2)ccc1O,-22,-5%,-2%&-1%,-12,1.4,1,32%[activator],-15%,-28%
O=C(COc1ccccc1Br)c1ccc2c(c1)OCO2,0,?,10%,0,1.3,5,-9%,0%,-6%
O=C(COc1ccc2ccccc2c1Br)NNC(=O)Nc1ccccc1,nt,?,-12%,22,-4.0,-13,-6%,2%,-14%
CSCCC(=O)N1C(C)CCCC1C(=O)O (configuration not stated),2,0%,-8%,42,-0.6,1,0%,4%,-6%

# A draw from above in order of length of the SMILES, rising.
SMILES,PI5P4Ka inh,GLP-1R inv ag,GLP-1R agonist,DRD3 antagonist,IL-2 act,DRD3 agonist,PLK1 PBD inh,WRN inhibitor,HEK293 tox
CCn1c(N)c(C(=O)NCC2CCCO2)sc1=S (configuration not stated),?,4%,-2%,0,0.3,3,4.7µM*,-31%,-12%
O=C(COc1ccccc1Br)c1ccc2c(c1)OCO2,0,?,10%,0,1.3,5,-9%,0%,-6%
CC(=O)N1c2ccccc2C(C)(c2ccccc2)CC1(C)C (configuration not stated),8,?,3%,-25,-0.8,-5,-11%,-10%,56%[activator]
O=C(COc1ccc2ccccc2c1Br)NNC(=O)Nc1ccccc1,nt,?,-12%,22,-4.0,-13,-6%,2%,-14%
CC(NS(=O)(=O)c1ccc2c(c1)oc(=O)n2C)c1ccccc1 (configuration not stated),3,6%,3%,-24,4.3,-12,6%,-1%,0%
COc1ccc(NC(=O)c2cccnc2Cl)c(S(=O)(=O)N2CCOCC2)c1,nt,16%,-8%,2,1.3,1,4%,-4%,-16%
COc1cc(/C=C/C(=O)/C=C(O)/C=C/c2ccc(O)c(OC)c2)ccc1O,-22,-5%,-2%&-1%,-12,1.4,1,32%[activator],-15%,-28%
COc1ccccc1/C=N/n1c(N)c(S(=O)(=O)c2cccs2)c2nc3ccccc3nc21,-3,0%,-12%,?,-2.2,1,-6%,-6%,3%

# Continued:
SMILES,PI5P4Ka inh,GLP-1R inv ag,GLP-1R agonist,DRD3 antagonist,IL-2 act,DRD3 agonist,PLK1 PBD inh,WRN inhibitor,HEK293 tox
Cc1cc(C)c(S(=O)(=O)N2CCOCC2)cc1NS(=O)(=O)c1cc(OCC(N)=O)c(C)cc1Cl,-10,14%,3%,-8,1.0,2,6%,-3%,-9%
O=C(Nc1cccc(F)c1)/C(=C\c1cccnc1)NC(=O)c1cccs1,nt,33%[activator],3%,-13,-2.7,-3,3%,-13%,2%
CC(C)(C=O)C1=CC(=O)c2ccccc2C1=O,-52*,0%,-24%,-111*,-3.0,-28,2.1µM*,50µM*,?
CNC(=O)[C@@H]1CCC(=O)N1,9,6%,-1%,3,0.5,1,-7%,-11%,10%
Cc1ccc(-n2nc(CN3CCOCC3)c(-c3ccccc3)c2N)cc1Cl,9,?,8%,15,-1.8,-16,-5%,0%,-17%
O=C(O)CN1C(=O)/C(=C/c2ccsc2)SC1=S,-14,-26%,0%,1,-2.7,9,-4%,-12%,-10%
CC(C)Cn1c(N)c(C(=O)CSc2nnc(-c3ccco3)n2C)c(=O)n(C)c1=O,-3,12%,-6%,-17,0.0,5,1%,5%,-38%
O=C(O)Cn1ccnc1[N+](=O)[O-],1,5%,-3%,16,-1.7,-6,0%,17%,-15%
COc1ccc(NC(=O)c2cc(CN3C(=O)c4ccccc4C3=O)ccc2OC)cn1,-10,22%,-1%,0,0.2,-4,27µM*,-16%,?
NS(=O)(=O)c1cc(C(=O)OCC(=O)Nc2ccc(N3CCCCC3)cc2)ccc1Cl,-13,-6%,2%,-3,-2.5,-1,?,3%,-8%
O=c1[nH]c2ccc(NC(=S)NCCc3ccccc3)cc2[nH]1,4,12%,10%,-14,-0.5,2,-27%,-9%,1%
CCOc1ccc(NC(=O)c2ccc3[nH]c(=O)c(=O)[nH]c3c2)cc1,0,18%,-1%,-10,0.2,-12,0%,1%,8%
